Bioassay records (PubChem)
PP5 primary = blocks human protein phosphatase 5 activity | P53041 | purified PP5c, OMFP substrate fluorescence | inhibition, % at 6.7 µM | 320,000 compounds, 0.18% hits;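 active means inhibition above the campaign's mean inhibition across all tested compounds plus 3 SD, cut at about 9.5% in these data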;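 further: 0% = DMSO only and 100% = 100 µM cantharidin control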
CTSL1 counter = blocks F. hepatica cathepsin L1 in PFM18AAP counter-screen | recombinant F. hepatica cathepsin L1, Z-Leu-Arg-MCA fluorescence | inhibition, % at 5.96 µM | 300,000 compounds, 0.49% hits | AID 1906;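 active means inhibition above the mean of all tested compounds plus 3 SD, set per screening campaign, cut at about 17% in these data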;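 further: 0% = plate median of test compound wells and 100% = 1 µM Z-Phe-Ala-diazomethylketone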
PP1 inh = blocks human PP1-alpha phosphatase, a PP5 counter-screen; AID 2235; inhibition, % at 6.7 µM; purified PP1alpha, OMFP fluorescence; 320,000 compounds, 0.9% hits;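 active means inhibition above the mean inhibition of all tested compounds plus 3 SD, computed separately for each screening campaign, cut at about 15% in these data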
GRK2 inh = inhibitors of human GRK2 displacing RNA aptamer; 330,000 compounds, 0.59% hits; AID 488847; inhibition of aptamer binding, % at 10 µM; bead flow cytometry, FAM-aptamer displacement from GRK2;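 active means inhibition of aptamer binding above 40%, roughly 3 SD of noise, on plates passing a quality check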;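 further: median bead fluorescence of bound FAM aptamer so fluorescent compounds give negative values; no value below 0 was filed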
Target sequence (P25098 whole entry, looked up): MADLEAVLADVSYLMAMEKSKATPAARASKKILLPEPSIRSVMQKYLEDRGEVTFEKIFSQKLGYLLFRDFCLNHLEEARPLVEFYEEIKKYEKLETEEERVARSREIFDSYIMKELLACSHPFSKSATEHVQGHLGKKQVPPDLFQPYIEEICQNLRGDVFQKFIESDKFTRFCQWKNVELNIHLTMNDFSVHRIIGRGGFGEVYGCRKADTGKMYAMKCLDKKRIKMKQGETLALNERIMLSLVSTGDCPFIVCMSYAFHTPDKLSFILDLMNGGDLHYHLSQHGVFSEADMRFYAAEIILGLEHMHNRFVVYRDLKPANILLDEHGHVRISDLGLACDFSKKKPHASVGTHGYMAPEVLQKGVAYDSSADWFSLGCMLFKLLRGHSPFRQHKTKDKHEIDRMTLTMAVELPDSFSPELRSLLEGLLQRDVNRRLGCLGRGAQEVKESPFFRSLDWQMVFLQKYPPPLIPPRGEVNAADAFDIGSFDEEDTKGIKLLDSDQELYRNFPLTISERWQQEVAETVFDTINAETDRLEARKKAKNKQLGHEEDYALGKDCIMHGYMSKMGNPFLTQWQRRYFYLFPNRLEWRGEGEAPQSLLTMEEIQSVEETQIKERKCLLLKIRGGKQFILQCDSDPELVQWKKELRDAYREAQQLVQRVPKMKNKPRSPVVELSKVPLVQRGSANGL
core dimer inh = blocks dimerization of HCV core protein. TR-FRET GST/Flag-core106 dimerization, 1536-well. 300,000 compounds, 0.33% hits. inhibition, % at 5 µM;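 active means inhibition above the mean of all tested compounds plus 3 SD, set per screening campaign, cut at about 45% in these data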
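Test system: GST/Flag-tagged HCV core106 proteins; Medium: KF-containing HEPES buffer, pH 7.45, DTT, CHAPS, BSA; Times: compound-protein-antibody incubation 4 h at 22.5 °C; Detection: TR-FRET 671 and 617 nm emission; Benchmarks: wells lacking GST-core106 and wells with excess unlabelled core106.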
procasp7 counter = counter-screen for procaspase-3 activators: activators of human procaspase-7; AID 463210; activation, % at 8.5 µM; P55210; 330,000 compounds, 0.093% hits; recombinant procaspase-7, Ac-DEVD-pNA absorbance 405 nm; D23A/D198A/D206A triple mutant, cannot self-cleave; scale: DMSO 0, 5 µM enzyme 100;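 active means percent activation above the screen-wide mean plus 3 SD, cut at about 25% in these data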
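Assay system: Uncleavable procaspase-7 mutant enzyme / Input: 2 µM procaspase-7 mutant as dispensed / Dosing: single nominal 8.5 µM compound dose, 0.8% DMSO final / Timing: 1 h enzyme–compound preincubation and 2 h substrate reaction, both 25 °C / Detection: p-Nitroaniline absorbance at 405 nm, read at 0 and 120 min / Replication: singlicate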
VLA-4 inh = inhibition in a human VLA-4 binding assay; AID 2557; 330,000 compounds, 0.2% hits; VLA-4 expressing cells, ligand binding flow cytometry; inhibition, % (about 7 µM as worked out from the volumes in the protocol); in the data active means inhibition above about 50%
JMJD2C inh = human JMJD2C demethylase inhibition. GST-JMJD2C(1-420) H3K9me3 demethylation, DELFIA europium. 330,000 compounds, 0.069% hits. inhibition, % at 2.35 µM. Q9H3R0. AID 2099;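 active means more than half of a compound's replicate wells show inhibition beyond 50%, single wells judged on their own value; inconclusive means some, but no more than half, of replicates pass 50% inhibition; inactive means no replicate passes 50% inhibition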;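 further: signal counts dimethyl H3K9 product captured on neutravidin plate; 0% = median of DMSO wells and 100% = 0.3 times that DMSO median; strong numbers were not always called active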
Target sequence (Q9H3R0 1-420 limits assumed): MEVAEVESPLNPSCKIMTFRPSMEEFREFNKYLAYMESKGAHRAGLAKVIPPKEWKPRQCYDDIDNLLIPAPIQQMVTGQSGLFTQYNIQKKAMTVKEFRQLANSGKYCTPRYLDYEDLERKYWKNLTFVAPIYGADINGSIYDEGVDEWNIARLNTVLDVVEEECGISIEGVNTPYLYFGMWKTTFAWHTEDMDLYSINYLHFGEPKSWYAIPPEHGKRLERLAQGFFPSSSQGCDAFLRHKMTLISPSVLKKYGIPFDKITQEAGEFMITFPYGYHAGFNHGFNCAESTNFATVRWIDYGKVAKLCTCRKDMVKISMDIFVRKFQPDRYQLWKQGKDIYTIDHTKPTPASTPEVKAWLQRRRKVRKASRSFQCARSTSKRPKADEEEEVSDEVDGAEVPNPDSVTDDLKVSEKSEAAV
procasp3 activ = procaspase-3 (human) activation; P42574; 330,000 compounds, 0.11% hits; recombinant procaspase-3 D3A, Ac-DEVD-pNA absorbance 405 nm; activation, % at 8.5 µM;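 active means activation above the mean of all tested compounds plus 3 SD, cut at about 21% in these data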;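 further: 0% = DMSO alone and 100% = DMSO wells spiked with extra 5 µM PC-3 D3A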
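Assay system – Procaspase-3 D3A mutant, all three cleavage aspartates alanine · Controls – DMSO-only low control, 5 µM PC-3 D3A high control · Schedule – 1 h compound preincubation, 2 h substrate hydrolysis at 25 °C · Signal – 405 nm absorbance of p-nitroaniline, reads at 0 and 120 min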
* hit, by the source's call; u = inconclusive; x = no result given. Rows were taken by chance. Share with any hit: about 2.6%.

Compound	PP5 primary	CTSL1 counter	PP1 inh	GRK2 inh	core dimer inh	procasp7 counter	VLA-4 inh	JMJD2C inh	procasp3 activ
c1coc(C2Nc3ccccc3C3OCCC23)c1 (stereo not drawn)	-0.5	-1	-1	2	-3	0	7	6	0
C=CCC1c2cccc(C(=O)O)c2C(=O)N1c1cccc(OC)c1 (stereo not drawn)	-0.1	2	-6	3	3	-5	-8	10	-3
O=C(O)C1CC(c2ccccc2)=NO1 (stereo not drawn)	0.0	4	-2	17	-4	-1	17	3	10
OCCCn1c(CCNc2nc(-c3ccc(F)cc3)cs2)nc2cc(C(F)(F)F)ccc21	6.1	1	4	0	-20	-1	1	-11	-6
COC(CCN(C)C)(c1ccccc1)c1ccccc1	2.4	-12	13	0	10	-7	12	-7	-3
OC(CNCC1CCCO1)COc1ccc(OCC(O)CNCC2CCCO2)cc1 (stereo not drawn)	2.4	-4	-4	3	-4	5	-2	-7	-3
COc1ccc(NCc2n[nH]c(=O)c3ccccc23)cc1	2.0	-1	-4	2	-1	-5	-25	-1	4
CC1(c2ccc3noc(-c4cccc(F)c4)c3c2)OCCO1	3.1	1	-5	0	-1	4	9	0	-3
CCOc1ccc(-c2nnc(SCC(=O)Nc3cc(C)on3)o2)cc1	-0.6	1	-4	0	4	6	11	6	-6
COc1ccc(C)cc1NC(=O)Cc1c(C(=O)O)n(C)c2ccccc12	-0.7	0	-1	0	9	10	3	-21	0
CCCC1C2C(=O)N(c3cccc(C)c3)C(=O)C2ON1c1ccccc1 (stereo not drawn)	-1.8	-1	-4	3	6	0	1	7	1
CC(=Nc1ccccc1)Nc1ccccc1	-0.4	1	-3	0	-11	10	2	-49	4
Cc1cc(=O)n2[nH]c(-c3ccc(F)cc3)nc2n1	3.4	-1	7	1	0	-6	15	3	-2
CCCCCCCCOc1ccc(C(=O)O)cc1	1.7	x	0	3	x	3	1	14	1
CC(=O)Nc1c(OC(C)=O)ccc2c(C)cc(=O)oc12	3.1	-4	0	0	0	2	3	-4	-4
COc1ccc(OC)c(NC(=O)COC(=O)CCc2nc3ccccc3c(=O)[nH]2)c1	x	x	x	1	x	-8	-1	-2	-1
CCCCCc1nnc(NC(=O)C2COc3ccccc3O2)s1 (stereo not drawn)	-0.4	6	-3	0	1	11	5	-6	9
Cc1cccc(N=C2CSC(=O)N2)c1	-0.6	0	-1	2	0	11	6	15	7
CCN=C1SC(CC(=O)NC(C)c2ccccc2)C(=O)N1CC (stereo not drawn)	0.0	-3	-3	0	8	8	8	30	11
Cc1ccc(NC(=S)N2CCCCC2CO)cc1C (stereo not drawn)	2.1	10	-1	4	-6	-2	-3	u	-1
CCOc1ccc(CN2CCN(Cc3ccc4cc(F)ccc4n3)CC2CCO)cc1 (stereo not drawn)	-1.1	1	-2	0	1	-1	-1	1	2
Cc1ccnc(NC(=O)/C=C/c2ccccc2[N+](=O)[O-])c1	1.7	6	1	2	9	6	17	0	2
COC(=O)/C=C1\S/C(=N/N=C/c2ccc(Cl)cc2)NC1=O	-0.5	5	-4	0	15	-1	-10	6	-14
CCc1cc2c(=O)n(CCC(C)C)c(=S)[nH]c2s1	2.5	2	-4	0	3	-7	6	4	0
O=[N+]([O-])c1ccc(N2CCN(S(=O)(=O)c3ccccc3)CC2)cc1N1CCc2ccccc2C1	-1.0	4	-3	3	3	1	-17	4	0
CC1(C)Cc2c(sc(NC(=O)/C=C/C(=O)O)c2C#N)CO1	0.5	-1	2	2	-2	2	1	38	0
CC1(C)C2CCC(C2)C1(C)NC(=O)CN1CCCC1 (stereo not drawn)	1.5	0	-2	0	1	8	2	-1	11
COc1ccc(-c2nnc(SC(C)C(=O)Nc3nccs3)n2Cc2ccccc2)cc1OC (stereo not drawn)	-0.5	2	2	0	7	1	6	9	-5
CN1CCN(C(=O)c2cnn(-c3ccccc3)c2NC(=O)c2ccc([N+](=O)[O-])cc2)CC1	-7.2	-12	-10	0	-11	-2	1	-20	-10
CCOC(=O)C1=C(C)Nc2nc(SCC(=O)OC)nn2C1c1cc(F)cc(F)c1 (stereo not drawn)	-1.8	-1	-1	0	2	7	-6	-2	-6

Single records, from the list above.
CCCCCc1nnc(NC(=O)C2COc3ccccc3O2)s1 (stereo not drawn) as listed: PP5 primary = -0.4; CTSL1 counter = 6; PP1 inh = -3; GRK2 inh = 0; core dimer inh = 1; procasp7 counter = 11; VLA-4 inh = 5; JMJD2C inh = -6; procasp3 activ = 9
COc1ccc(OC)c(NC(=O)COC(=O)CCc2nc3ccccc3c(=O)[nH]2)c1 as listed: PP5 primary = x; CTSL1 counter = x; PP1 inh = x; GRK2 inh = 1; core dimer inh = x; procasp7 counter = -8; VLA-4 inh = -1; JMJD2C inh = -2; procasp3 activ = -1

The listing picks up; the two compounds before the break are reprinted first.
Compound	PP5 primary	CTSL1 counter	PP1 inh	GRK2 inh	core dimer inh	procasp7 counter	VLA-4 inh	JMJD2C inh	procasp3 activ
CN1CCN(C(=O)c2cnn(-c3ccccc3)c2NC(=O)c2ccc([N+](=O)[O-])cc2)CC1	-7.2	-12	-10	0	-11	-2	1	-20	-10
CCOC(=O)C1=C(C)Nc2nc(SCC(=O)OC)nn2C1c1cc(F)cc(F)c1 (stereo not drawn)	-1.8	-1	-1	0	2	7	-6	-2	-6
Cc1cc(C(=O)CSc2nnc(N)s2)c(C)n1C1CC1	-0.3	-5	-4	0	10	0	3	2	-3
COc1ccc2nc(NC(=O)CSCc3c(C)noc3C)sc2c1	0.4	-8	1	2	-4	1	-3	20	1
CC(C)(C)C(=O)NC(=S)Nc1ccc(C(F)(F)F)cc1	3.2	-1	2	0	-5	-1	-19	-16	0
CCOC(=O)C1=C(C)SC2=NS(=O)(=O)CCN21	0.1	-2	-7	0	-6	0	22	-6	2
Cc1c(NC(=O)c2cc(-c3ccccc3)nc3ccccc23)c(=O)n(-c2ccccc2)n1C	x	x	x	0	x	7	-2	14	3
Cc1ccc2[nH]c(=O)c(CNS(=O)(=O)c3ccccc3)c(-c3ccccc3)c2c1	1.1	2	7	4	9	0	1	2	3
COCCN1C(=O)c2ccccc2C(C(=O)Nc2ccc3c(c2)OCCO3)C1c1ccc(F)cc1 (stereo not drawn)	2.0	2	2	2	0	6	10	5	12
CCSc1cnn(-c2ccccc2)c(=O)c1SCC	-0.2	2	-2	0	-29	3	19	-6	9
COc1ccccc1C(=O)Nc1ccccc1C(=O)Nc1ccccc1	1.0	3	3	1	-2	0	-27	2	-8
Cc1c(C(=O)O)oc2ccc(S(=O)(=O)NCc3ccc(F)cc3)cc12	1.6	7	-16	1	-3	7	2	-8	6
Nc1n[nH]c2cc(=O)n(-c3cccc(C(F)(F)F)c3)nc12	2.7	-1	2	0	-2	-10	-4	0	14
Cc1cc(C(=O)Nc2ccc(N3CCOCC3)c3nonc23)ccc1[N+](=O)[O-]	0.6	0	5	1	-16	-6	9	12	5
Cc1c(Cl)cccc1NC(=S)NCc1cccn1C	-3.6	2	-2	0	8	-3	12	5	-11
CC(NC(=O)CCC(=O)c1ccc(F)cc1)C1CC2CCC1C2 (stereo not drawn)	0.7	8	-5	1	4	-6	7	49	6
COc1ccccc1C(=O)Nc1ccccc1N1CCN(S(C)(=O)=O)CC1	3.8	1	-2	1	0	-5	11	1	2
COc1ccc(-c2nc(CS(=O)CC(=O)NCCCN3CC(C)CC(C)C3)c(C)o2)cc1OC (stereo not drawn)	0.9	-2	2	0	-7	-5	7	-1	-2
Cc1noc(C)c1C(=O)N1CC(C)OC(C)C1 (stereo not drawn)	2.5	2	0	1	-4	7	0	3	4
CC1(C)O[C@@H]2[C@H](O1)[C@@H](COS(=O)(=O)O)O[C@H]2n1cnc2c(N)ncnc21	1.4	x	-2	3	x	-3	-15	14	1
CC1CCC(C(C)C)C(OC(=O)CSc2n[nH]c(=O)[nH]c2=O)C1 (stereo not drawn)	3.2	1	-3	0	0	13	5	21	-2
C=CCOC(=O)C1=C(C)NC(SCC)=C(C#N)C1c1ccc(Cl)cc1 (stereo not drawn)	8.1	4	9	0	7	26*	7	-5	18
Cc1ccc(S(=O)(=O)N2CCOCC2)cc1NC(=O)COc1ccc2c(C)cc(=O)oc2c1	0.7	-3	-4	2	3	5	-7	0	2
O=C1CC(=O)Nc2cc(S(=O)(=O)Nc3cccc(C(F)(F)F)c3)ccc2N1	0.3	1	-4	5	8	5	8	4	6
Cc1ccc(NC(=O)C2CCN(c3cnccn3)CC2)cc1C	2.3	3	-3	2	-5	3	-5	1	-10
CCc1cc(=O)oc2cc(C)cc(OC(C)C(=O)NCC(O)c3ccccc3)c12 (stereo not drawn)	0.7	-2	-3	0	4	-1	1	u	6
Cc1ccc(C)c(NC(=O)c2cc3ccccn3n2)c1	0.9	4	-4	1	-8	-2	-10	-1	-2
Cc1cc(=O)oc2cc(OCC3CC(c4ccc(Cl)cc4)=NO3)ccc12 (stereo not drawn)	2.0	0	-2	0	10	7	2	6	2
COc1cccc(CNC(=O)c2ccc(C(=O)NCc3cccc(OC)c3)cc2)c1	3.0	4	-4	1	-11	6	2	-28	4
CC(=O)Nc1ccc(S(=O)(=O)Oc2ccc3c(c2)C(C)=CC(C)(C)N3)cc1	4.4	-1	2	1	-2	-8	10	0	3
O=C(c1ccco1)N1CCN(CCCCOc2ccc(F)cc2)CC1	1.0	1	2	0	-3	-2	x	-3	7
CCCCNC(=O)c1cc(-c2ccc(OC)c(OC)c2)on1	3.2	4	7	3	-5	2	31	21	1
CC(C)Oc1ccccc1C1CC(=O)Nc2cc3c(cc21)OCO3 (stereo not drawn)	5.5	3	1	2	-2	10	57*	6	3
O=C(c1ccc(Br)cc1)N1CCC2(CC1)NCCc1[nH]cnc12	1.9	-3	0	0	-1	3	22	0	13
Cc1cc(C(=O)NCC(=O)OCC(=O)N(C(C)C)C(C)C)ccc1[N+](=O)[O-]	0.2	-11	0	0	-3	1	10	38	2
COc1ccc(-c2cc(C(=O)Nc3cc(Br)ccc3O)no2)cc1	-2.5	5	4	0	3	-1	-10	6	-4
CCc1ccc(-c2csc(NC(=O)C3CC(=O)N(c4ccc5c(c4)OCCO5)C3)n2)cc1 (stereo not drawn)	5.0	-1	10	0	34	-2	7	-5	4
COc1ccc(C(=O)NC2CCSc3ccccc32)cc1S(=O)(=O)N1CCOCC1 (stereo not drawn)	-1.3	0	-2	3	-1	0	-4	4	3
S=c1[nH]nc(-c2ccc(Br)cc2)n1Cc1ccco1	1.1	-4	-2	1	0	-27	12	1	-21
Cc1c(C(=O)N2CCCCC2)c(S(=O)(=O)N2CCN(c3ccc(F)cc3)CC2)c(C)n1C	-0.4	-1	-1	1	-17	5	-2	5	8
